D2 antagonist: HTS Assay for Allosteric Antagonists of the Human D2 Dopamine Receptor: Primary Screen for Antagonists. D(2) dopamine receptor (Homo sapiens), P14416. HEK293 TREx D2 cells, calcium flux, dopamine EC80. inhibition, % at 10 µM. actives 2% (n = 340,000). AID 485344, 2010; in the data active = inhibition above about 30%; also: 0% is about no effect
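Antagonism is scored as inhibition of an EC80 dopamine-evoked calcium signal in a force-coupled, tetracycline-inducible HEK293 T-REx D2 line, with compound present 180 s before agonist.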
USP1 inh: Inhibitors of USP1/UAF1: Primary Screen | Potency, µM (titrated, usually from 57.1 µM), without a hit: at the top dose activity change, negative = inhibition, actives largely listed as inhibitors | actives 0.23% (n = 390,000) | recombinant USP1/UAF1, Ub-Rhodamine cleavage fluorescence | Ubiquitin carboxyl-terminal hydrolase 1 (Homo sapiens), O94782; also: potency is read from the fitted curve at half-maximal effect; % is scaled to controls: 0 for no effect and ±100 for the full control effect; nearly all actives have a fitted effect of over 60% in size; inactives centre near -12
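In this screen, compounds sit with the deubiquitinase complex (1nM) for 15 min at room temperature before Ub-Rho is added at 150nM final. Fluorescence rise is then followed for 6 reads every 60 seconds.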
D2 agonist: HTS Assay for Allosteric Agonists of the Human D2 Dopamine Receptor: Primary Screen for Agonists; actives 0.53% (n = 340,000); activation, % at 2 µM; HEK293 T-REx D2 cells, calcium flux agonist mode; AID 485358, 2010;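 active = activation over 3 SD above normal in the single-dose calcium agonist read, cut at about 30% in these data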; also: 0% is about no effect
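In this primary screen, compounds producing a positive calcium signal within 180 s of addition to tetracycline-induced, force-coupled HEK293 Trex D2 cells are flagged; cells are dye-loaded with a no-wash calcium kit beforehand.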
TRHR PAM: qHTS for Small Molecule Agonists and Allosteric Enhancers of Human TRH Receptor: Primary Screen for Enhancers; Thyrotropin-releasing hormone receptor (Homo sapiens), P34981; TRHR cells, fluo-8 calcium fluorescence, EC20 TRH enhancement; enhancement, % at 2 µM; actives 0.66% (n = 360,000); in the data active = enhancement above about 30%; also: 0% is about no effect
Target sequence (P34981 whole entry, looked up): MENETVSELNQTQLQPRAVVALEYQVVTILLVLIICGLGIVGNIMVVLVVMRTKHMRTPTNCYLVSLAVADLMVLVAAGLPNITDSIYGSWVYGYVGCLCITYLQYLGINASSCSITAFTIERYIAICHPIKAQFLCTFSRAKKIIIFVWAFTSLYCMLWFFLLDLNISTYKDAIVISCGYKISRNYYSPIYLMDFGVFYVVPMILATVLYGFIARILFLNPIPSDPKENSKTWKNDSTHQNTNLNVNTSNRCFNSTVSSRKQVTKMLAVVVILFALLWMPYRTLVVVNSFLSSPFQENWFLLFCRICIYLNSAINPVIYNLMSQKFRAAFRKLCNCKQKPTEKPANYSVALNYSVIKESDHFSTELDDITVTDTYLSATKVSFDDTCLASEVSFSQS
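TRHR-expressing cells loaded with fluo-8 calcium dye were read kinetically (ex 480/em 530) during compound addition, then stimulated with an EC20 of TRH (10 nM final). Enhancement of the Gq-mediated intracellular calcium response was scored.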
TRHR agonist: qHTS for Small Molecule Agonists and Allosteric Enhancers of Human TRH Receptor: Primary Screen for Agonists. Thyrotropin-releasing hormone receptor (Homo sapiens), P34981. TRHR cells, calcium flux fluo-8, FDSS agonist mode. activation, % at 2 µM. actives 0.18% (n = 360,000); in the data active = activation above about 30%; also: 0% is about no effect
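Read-out: compound-evoked intracellular calcium rise in TRHR cells, fluo-8 dye, kinetic FDSS fluorescence at 1 s/cycle following a 10-cycle baseline. Cells cultured overnight before dye loading (30 min–1.5 h, RT).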
IDH1 R132H inh: qHTS for Inhibitors of mutant isocitrate dehydrogenase 1 (IDH1): qHTS; actives 0.093% (n = 390,000); AID 602179, 2012; Isocitrate dehydrogenase [NADP] cytoplasmic (Homo sapiens), O75874; IDH1-R132H enzyme, NADPH consumption, diaphorase/resazurin fluorescence; Potency, µM (series often up to 76.6 µM), for inactives: at the top dose activity change, negative = inhibition, hits mostly inhibitors; also: potency is read from the fitted curve at half-maximal effect; % is scaled to controls: 0 for no effect and ±100 for the full control effect; nearly all actives have a fitted effect of over 65% in size
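IDH1-R132H (0.5 ug/mL) preincubated 30 min with compound, then NADPH (0.016 mM) and alpha-KG (2 mM) added; 80 min at RT, pH 7.5. Remaining NADPH coupled via diaphorase/resazurin to fluorescence (540/590 nm); concentration-response curves normalized to no-enzyme control.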
TrxR1 substrate: qHTS Assay for Substrates of Mammalian Selenoprotein Thioredoxin Reductase 1 (TrxR1): qHTS; Thioredoxin reductase 1, cytoplasmic (Rattus norvegicus), O89049; purified TrxR1 substrate turnover, NADPH consumption readout; Potency, µM (top dose mostly 114 µM), for the others: at the top dose activity change, negative = substrate turnover; actives 0.01% (n = 390,000); AID 588456, 2011; also: potency is read from the fitted curve at half-maximal effect; % is scaled to controls: 0 for no effect and ±100 for the full control effect; nearly all actives have a fitted effect of over 50% in size
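Rat TrxR1, dispensed at 90 nM, was prereduced with 400 uM NADPH (final) for 5 min at ~22 deg C, then incubated with compound 15 min before 400 uM selenite. A first-read NADPH fluorescence drop versus no-compound background flagged substrates.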
TrxR1 inh: qHTS Assay for Inhibitors of Mammalian Selenoprotein Thioredoxin Reductase 1 (TrxR1): qHTS; Thioredoxin reductase 1, cytoplasmic (Rattus norvegicus), O89049; recombinant rTrxR1, NADPH fluorescence consumption, selenite substrate; Potency, µM (highest dose often 114 µM), for inactives: at the top dose activity change, negative = inhibition, hits mostly inhibitors; actives 1% (n = 390,000); also: potency is read from the fitted curve at half-maximal effect; % is scaled to controls: 0 for no effect and ±100 for the full control effect; nearly all actives have a fitted effect of over 65% in size
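Rat TrxR1 (90 nM in the dispensed reagent) was pre-reduced with 400 uM NADPH for 5 min at room temperature, then incubated with compound for 15 min. After 400 uM selenite was added, NADPH fluorescence (Ex 340/Em 450 nm) was followed for 8 min.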
PI4K2A block: qHTS for small molecular inhibitors of PI4K2A. activity change, negative = inhibition, % at 76.9 µM. purified PI4K2A, ADP-Glo luminescence, 1 h; stronger effect = lower value. actives 0.13% (n = 420,000); in the data active = activity change below about -50%; inconclusive = mostly about -30% to -49%;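 also: -100% = wells without enzyme as full effect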
Target sequence (Q9BTU6 whole entry, looked up): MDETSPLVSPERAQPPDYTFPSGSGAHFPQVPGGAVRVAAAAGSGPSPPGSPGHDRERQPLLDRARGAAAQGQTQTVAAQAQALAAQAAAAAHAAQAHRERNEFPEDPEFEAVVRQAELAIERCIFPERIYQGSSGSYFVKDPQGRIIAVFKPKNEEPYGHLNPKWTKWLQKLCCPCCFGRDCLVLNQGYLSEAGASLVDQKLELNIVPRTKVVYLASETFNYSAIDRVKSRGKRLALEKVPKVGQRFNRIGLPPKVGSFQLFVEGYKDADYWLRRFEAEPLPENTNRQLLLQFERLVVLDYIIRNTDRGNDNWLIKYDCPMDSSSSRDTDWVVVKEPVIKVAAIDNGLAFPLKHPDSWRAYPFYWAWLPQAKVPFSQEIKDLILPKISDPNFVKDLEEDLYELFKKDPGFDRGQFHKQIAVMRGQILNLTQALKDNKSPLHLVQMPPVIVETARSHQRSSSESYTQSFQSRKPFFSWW
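ADP-Glo luminescence measured ADP generated by PI4K2A enzyme (4 ug/mL before mixing) with 1.2 mM PI substrate (pre-mix) and 300 microM ATP (pre-mix). Tris pH7.5 buffer with MgCl2, Triton X-100; 1 h reaction at ambient temperature.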
* marks the source's active call; other numbers are inactive results; ? = inconclusive; / = not tested or not shown; [ ] = another dose, or the depositor's remark. Unless noted, calls follow the shape of the dose curve; as a rule, active = well fitted inhibition curve with a large enough effect; inconclusive = small, poorly fitted or top-dose-only effect; inactive = no such curve, though single readings can be large or run the other way.

Order of results – D2 antagonist	USP1 inh	D2 agonist	TRHR PAM	TRHR agonist	IDH1 R132H inh	TrxR1 substrate	TrxR1 inh	PI4K2A block
(1) COc1ccc(CCNC(=O)COC(=O)c2ncc(Cl)c(Cl)c2Cl)cc1OC
    /	-5%	/	/	/	0%	-13%	-20%	1
(2) Cc1ccc(-c2[nH]ncc2CN2CCN(C(=O)c3cccs3)CC2)cc1C
    66*	-5%	77*	-8	-0.3	4%	-10%	-19%	-4
(3) O=C(Nc1cccc(F)c1)c1cccnc1N1CCOCC1
    3	-12%	0.3	-5	-0.1	9%	5%	15%	3
(4) CCOCc1nnc(NC(=O)COc2ccc3c(c2)OCO3)s1
    10	-1%	0.6	-4	1.0	-1%	2%	19%	-2
(5) CCCc1cc(NCc2ccccn2)n2nc(C)c(-c3ccccc3)c2n1
    4	-32%	-2.3	14	-1.5	-5%	21%	22%	9
(6) CSc1ccc(S(=O)(=O)NC2CCCCC2)cc1
    7	-7%	0.9	16	-0.6	5%	-4%	19%[57.1 µM]	-1
(7) Cc1cc(C)c(C)c(S(=O)(=O)N2CCN(C(=O)C3CCC3)CC2)c1C
    /	-25%	/	-5	-0.9	-2%	0%	8%	3
(8) COc1ccc(N2CC(C(=O)NCc3ccccc3)CC2=O)cc1 (stereo not given)
    -7	-1%	-0.3	-3	0.1	3%	-7%	-8%	21
(9) COc1ccccc1-c1cc(=O)c2c(O)ccc([N+](=O)[O-])c2o1
    -20	-17%	-1.3	0	-0.5	-17%	-5%[57.1 µM]	-6%[57.1 µM]	-3
(10) C=C(C)CSc1nnc2[nH]c(=O)cc(N)n12
    /	8%	/	/	/	1%	-4%	-7%	-11
(11) CCc1ccc(N=C2NC(=O)/C(=C/c3cc(OC)c(O)c(OC)c3)S2)cc1
    15	-20%	5.0	8	19	-20%	3%	20%	-4
(12) O=C1NC(c2ccccc2)=C(c2nc3ccccc3s2)C(c2ccccc2)N1 (stereo not given)
    -14	-19%	-0.3	-3	0.2	-2%	2%[57.1 µM]	14%[57.1 µM]	1
(13) Cc1ccc2nc3sc(-c4nnc(-c5ccccc5[N+](=O)[O-])o4)c(N)c3cc2c1
    -24	/	0.6	2	1.1	/	/	/	/
(14) CCc1ccc(NC(=O)c2[nH]c(C)c(C(C)=O)c2C)cc1
    -14	-18%	0.1	0	-0.8	0%	2%	10%	4
(15) CCOC(=O)C1CCCCN1Cc1cccc(C(F)(F)F)c1 (stereo not given)
    /	-15%	/	5	0.7	11%	8%[57.1 µM]	16%[57.1 µM]	4
(16) CNC(=S)N/N=C/c1cn(Cc2ccc(F)cc2)c2ccccc12
    11	-22%	-0.2	-21	-1.1	0%	-12%	-20%	-2
(17) COc1ccc(CC(=O)NCC(=O)N/N=C/c2ccco2)cc1
    -13	-13%	12	-8	-0.4	3%	5%	-28%	1
(18) Cc1nc2ccccc2n1S(=O)(=O)N(C)C
    7	-21%	0.7	2	-0.9	3%	-7%	0%[57.1 µM]	3
(19) Nc1nonc1C(=O)NC(c1ccccc1)c1ccccc1
    2	3%	-0.2	-2	-0.3	2%	-6%	10%	1
(20) CC1(c2ccccc2)CC(C)(C)N2C(=O)C3(C(C#N)=C(N)Oc4cc(O)ccc43)c3cccc1c32 (stereo not given)
    -1	-9%	0.8	5	-0.4	?	-1%	3%	4
(21) Cc1c(C(c2ccccc2)c2c(C)n(C)n(-c3ccccc3)c2=O)c(=O)n(-c2ccccc2)n1C
    -4	-16%	0.9	-11	-0.2	-3%	-3%	9%	-1
(22) Cc1ccc(-n2c(COc3c(C)cccc3C)nnc2SCC(=O)Nc2nccs2)cc1
    -3	-16%	0.6	12	0.1	7%	7%	14%	0
(23) O=[N+]([O-])c1ccc(N/N=C2/CCCCC2c2ccccn2)cc1 (stereo not given)
    -1	-17%	-0.1	-1	0.1	-1%	-12%	?	-1
(24) O=C(C1=C[C@@H](c2coc3ccccc3c2=O)C[C@@H](OCc2ccc(CO)cc2)O1)N1CCCCCCC1
    -2	-13%	0.3	-9	-0.6	2%[38.3 µM]	-7%	1%	-3
(25) COCc1cc(C)nc(SCC(=O)Nc2cccc(C)c2C)c1C#N
    -1	3%	-1.4	-4	-0.1	-4%	3%	4%	0
(26) CC1CC(C)CN(C(=O)CSCC(=O)Nc2nc(-c3cccs3)cs2)C1 (stereo not given)
    -25	?	0.9	1	-0.5	-1%	2%[57.1 µM]	11%[57.1 µM]	-3
(27) CCc1ncc(CN2CCC(C(=O)Nc3ccc(-n4nc(C)cc4C)cc3)CC2)cn1
    -5	-16%	0.7	-5	0.5	0%	11%	22%	-6
(28) Cc1ccc(C(=O)NC(=S)Nc2ccc(CN3CCOCC3)cc2)cc1
    -16	-17%	-0.4	1	-0.4	-2%	1%	?	3
(29) O=C(CN(C(=O)c1csnn1)c1cccc2ccccc12)NCc1ccccc1
    -17	-11%	-1.6	0	-0.3	24%	2%[57.1 µM]	10%[57.1 µM]	-1
(30) O=c1[nH]c(SCC2CCCCO2)nc2ccccc12 (stereo not given)
    -10	-4%	-1.1	18	-0.5	0%	-4%	-7%	6
(31) CCn1cc(C(=O)NCCCOC(C)C)c(=O)c2cc(S(=O)(=O)N3CCc4ccccc4C3)ccc21
    /	-20%	-0.8	12	-1.0	7%	0%	31%	-7
(32) CCOC(=O)c1cccc(NC(=S)NCc2ccc(C)cc2)c1
    -17	-14%	-0.2	-7	-1.5	-12%	5%[11.4 µM]	25%[11.4 µM]	3
(33) O=C(Nc1ccccc1Cl)c1ccc(COc2ccc3c(c2)CCC3)cc1
    /	5%	/	2	-0.3	2%	-3%	-9%	4
(34) CC1(C)C(=O)OC(c2cccc([N+](=O)[O-])c2)C2(CCCCC2)C1=O (stereo not given)
    -5	-10%	0.1	-5	-1.3	0%	2%	9%	3
(35) CCOC(=O)c1ccc(NC(=O)C2CCC(CNc3c(N4CCOCC4)c(=O)c3=O)CC2)cc1 (stereo not given)
    8	-14%	-1.0	-7	-0.5	0%	-4%	9%	1
(36) O=C(Cc1cccc(NC(=O)C2CCCN(C(=O)c3ccccc3)C2)c1)Nc1ccc(C(=O)N2CCOCC2)cc1 (stereo not given)
    /	-6%	/	/	/	-14%	3%	14%	2
(37) CCC(C)(C)NC(=O)CN(C(=O)C(=O)Nc1ccc2c(c1)OCCO2)C(C)(C)CC
    -5	-13%	-0.5	4	0.5	5%	12%[57.1 µM]	13%	5
(38) CCOC(=O)c1c(NC(=O)c2ccnn2C)sc(C)c1C
    1	-17%	0.5	-8	-0.2	-5%	71%[activator]	0%	2
(39) COc1ccc(Nc2nnc(SCC(=O)c3cc4ccccc4o3)s2)cc1
    -6	-21%	0.6	-1	-0.4	0%	-7%	?	3
(40) O=C(COC(=O)c1ccc2c(c1)C(=O)N(Cc1ccncc1)C2=O)Nc1ccccc1[N+](=O)[O-]
    -3	-10%	0.3	-3	0.3	15%	-2%	?	-24

Reprinted, entries 29–37
Order of results – D2 antagonist	USP1 inh	D2 agonist	TRHR PAM	TRHR agonist	IDH1 R132H inh	TrxR1 substrate	TrxR1 inh	PI4K2A block
(29) O=C(CN(C(=O)c1csnn1)c1cccc2ccccc12)NCc1ccccc1
    -17	-11%	-1.6	0	-0.3	24%	2%[57.1 µM]	10%[57.1 µM]	-1
(30) O=c1[nH]c(SCC2CCCCO2)nc2ccccc12 (stereo not given)
    -10	-4%	-1.1	18	-0.5	0%	-4%	-7%	6
(31) CCn1cc(C(=O)NCCCOC(C)C)c(=O)c2cc(S(=O)(=O)N3CCc4ccccc4C3)ccc21
    /	-20%	-0.8	12	-1.0	7%	0%	31%	-7
(32) CCOC(=O)c1cccc(NC(=S)NCc2ccc(C)cc2)c1
    -17	-14%	-0.2	-7	-1.5	-12%	5%[11.4 µM]	25%[11.4 µM]	3
(33) O=C(Nc1ccccc1Cl)c1ccc(COc2ccc3c(c2)CCC3)cc1
    /	5%	/	2	-0.3	2%	-3%	-9%	4
(34) CC1(C)C(=O)OC(c2cccc([N+](=O)[O-])c2)C2(CCCCC2)C1=O (stereo not given)
    -5	-10%	0.1	-5	-1.3	0%	2%	9%	3
(35) CCOC(=O)c1ccc(NC(=O)C2CCC(CNc3c(N4CCOCC4)c(=O)c3=O)CC2)cc1 (stereo not given)
    8	-14%	-1.0	-7	-0.5	0%	-4%	9%	1
(36) O=C(Cc1cccc(NC(=O)C2CCCN(C(=O)c3ccccc3)C2)c1)Nc1ccc(C(=O)N2CCOCC2)cc1 (stereo not given)
    /	-6%	/	/	/	-14%	3%	14%	2
(37) CCC(C)(C)NC(=O)CN(C(=O)C(=O)Nc1ccc2c(c1)OCCO2)C(C)(C)CC
    -5	-13%	-0.5	4	0.5	5%	12%[57.1 µM]	13%	5

Screening results: PubChem, National Center for Advancing Translational Sciences (NCATS)

Rows were taken by chance; 3.9% or so of the library scored in one or more.
